High-throughput results from PubChem.
Lmaj promast: Leishmania major promastigote growth inhibition; Leishmania major promastigotes, resazurin fluorescence viability; 9% of 200,000 active; inhibition, % at 10 µM;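 further: promastigotes grown with compound for 44 hours at 28 °C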
TLR4 MyD88 comp: blocks binding of human TLR4 to MyD88 | HeLa CL3-4 TLR4/MyD88 BLA complementation, FRET ratio | inhibition, % at 8.4 µM | 0.18% of 200,000 active | AID 861; in the data active means inhibition above about 25%;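 further: 0% = vehicle and 100% = reference inhibitor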
Diaphorase act: diaphorase activation or chemical reduction counter-screen; Diaphorase/resazurin coupled assay, resorufin fluorescence, 16 min; stronger effect = higher value; 1 = vehicle wells, 0 = NADH-free wells; activation factor at 20 µM; 0.005% of 190,000 active; AID 1229;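 active means diaphorase activity raised at least twofold by the compound at 20 µM; inactive means activation factor below 2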
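Assay system: bacterial diaphorase enzyme (C. kluyveri) / Input: enzyme 0.07 U/mL final / Medium: 50 mM HEPES pH 7.4 with 4.542 mM MgCl2, 0.005% Tween 20 / Doses: single compound dose of 20 µM, 1% DMSO final / Incubation: 16 min enzyme reaction, ambient temperature / Signal: fluorescence, excitation 544 nm and emission 590 nm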
PMI act satM6P: increases human PMI activity with near-saturating mannose 6-phosphate; coupled PMI enzyme assay, resazurin fluorescence, 20 min; stronger effect = higher value; 1 = untreated enzyme, 0 = substrate-free blank; AID 1216; P34949; activation factor at 20 µM; 0.34% of 190,000 active;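 active means activation factor of 2 or more at 20 µM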
Target sequence (P34949 whole entry, looked up): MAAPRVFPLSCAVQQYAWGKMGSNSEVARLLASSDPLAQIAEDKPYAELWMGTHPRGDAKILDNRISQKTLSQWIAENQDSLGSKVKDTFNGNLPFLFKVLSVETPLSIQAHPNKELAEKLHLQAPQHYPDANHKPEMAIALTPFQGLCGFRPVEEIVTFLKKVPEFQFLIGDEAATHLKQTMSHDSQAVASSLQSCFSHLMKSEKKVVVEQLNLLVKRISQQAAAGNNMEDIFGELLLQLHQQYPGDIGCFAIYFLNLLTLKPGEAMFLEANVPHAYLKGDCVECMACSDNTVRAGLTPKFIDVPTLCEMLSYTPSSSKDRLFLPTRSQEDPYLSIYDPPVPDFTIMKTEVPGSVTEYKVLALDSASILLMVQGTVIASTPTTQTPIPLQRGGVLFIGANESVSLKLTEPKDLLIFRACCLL
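Test system: Human PMI in coupled enzyme assay | Input: 15 ng/mL PMI | Medium: HEPES-buffered pH 7.4 with magnesium and detergent | Compound: One concentration, 20 µM, in 1% DMSO | Incubation: Enzyme reaction with compound 20 min at room temperature | Detection: Diaphorase-driven resazurin-to-resorufin fluorescence, excitation 544, emission 590 nm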
RAM network inh: blocks the yeast RAM network | S. cerevisiae dse1pr::URA3 reporter, 5-FOA growth OD615, 2 d; analog-sensitive cbk1-as2 kinase mutant strain | inhibition, % at 50 µM | 1.8% of 190,000 active;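 active means inhibition above a set limit, 3 SD over mean compound inhibition, cut at about 8.4% in these data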;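 further: 0% = DMSO-only wells with no growth and 100% = 10 µM 1-NA-PP1 full growth; inhibition rescues growth on 5-FOA so higher OD means more RAM inhibition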
S1P3 antag: S1P3 (human) receptor antagonism; CHO S1P3 NFAT-BLA reporter, FRET fluorescence, antagonist mode; inhibition, % at 4.98 µM; 0.27% of 170,000 active;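 active means inhibition above the plate cutoff, the mean inhibition of test wells on that plate plus 3 SD, cut at about 28% in these data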;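 further: cells challenged with S1P at its EC80 of 0.8 µM; blue over green emission ratio from cleaved BLA substrate after 4 h stimulation; 0% = S1P-stimulated wells and 100% = unstimulated DMSO-only wells; some compounds past the cut are filed as inactive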
Target sequence (Q99500 whole entry, looked up): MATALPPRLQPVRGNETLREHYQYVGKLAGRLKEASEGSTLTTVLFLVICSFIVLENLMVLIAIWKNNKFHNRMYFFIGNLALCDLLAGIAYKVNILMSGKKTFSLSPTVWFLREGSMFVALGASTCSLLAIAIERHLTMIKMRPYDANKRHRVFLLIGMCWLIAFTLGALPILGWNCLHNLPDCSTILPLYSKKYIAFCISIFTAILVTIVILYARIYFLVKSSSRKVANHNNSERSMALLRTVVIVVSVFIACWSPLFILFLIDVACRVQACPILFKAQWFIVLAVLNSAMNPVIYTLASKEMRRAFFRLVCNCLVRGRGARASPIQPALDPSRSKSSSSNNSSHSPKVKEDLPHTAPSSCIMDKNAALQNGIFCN
PMI act: phosphomannose isomerase (human) activation; AID 1214; 0.005% of 190,000 active; activation factor at 20 µM; purified human PMI, coupled resazurin fluorescence, 20 min; stronger effect = higher value; 1 = vehicle control, 0 substrate-free wells; P34949;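 active means activation factor of 2 or more at 20 µM, relative to plate controls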
Redox H2O2 prof: compounds producing H2O2 with reducing agent – biochemical, NIH compound library profiling, artefact control for MLSCN library redox annotation, primary screen; 0.03% of 200,000 active; DTT-dependent redox cycling H2O2, phenol red/HRP absorbance; 100% = 100 µM peroxide control, 0% = buffer; AID 878; activation, % at 10 µM;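 active means activation of at least 50% relative to the plate's high and low controls in the primary single-dose screen; inactive means activation below 50%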;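 further: compound incubated with DTT at 0.8 mM final as the reducing agent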
Hsp70 act: transcriptional activators of Hsp70; HeLa Hsp70 promoter luciferase reporter, luminescence; scaled: vehicle 0, proteasome-inhibitor control 100%; activation, % at 10 µM; 0.04% of 200,000 active;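 active means activation above the mean across all tested compounds plus 3 SD, cutoff set per campaign, cut at about 5.5% in these data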;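 further: 100% = MG132 at 30 µM as the positive control and 0% = DMSO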
G6PDH counter: inhibits Leuconostoc G6PDH, flagging false hits in G6PDH-based assays; Purified L. mesenteroides G6PDH, diaphorase/resazurin coupled fluorescence, 45 min; inhibition, % at 5 µM; 0.12% of 200,000 active
Diaphorase inh: diaphorase inhibition or chemical oxidation counter-screen; diaphorase resazurin-to-resorufin fluorescence, NADH, 16 min; bacterial (C. kluyveri) enzyme, not human; inhibition, % at 20 µM; 0.69% of 190,000 active; AID 1217;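 active means primary screen inhibition at 20 µM above a set limit, cut at about 50% in these data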;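 further: plate controls were DMSO with full reaction for no effect and wells lacking NADH for full effect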
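Benchmarks: positive control wells lacking NADH, neutral wells with DMSO only. System: bacterial diaphorase enzyme (C. kluyveri). Input: 0.14 U/mL diaphorase, enzyme working solution. Detection: resorufin fluorescence, excitation 544 nm, emission 590 nm. Times: 16-min room-temperature incubation before reading.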
Starred values were filed as active, the others as inactive. Unless noted, no stated cut-off is given here; in the data, active means inhibition above about 50%; inactive means the rest.

Cc1ccccc1-n1c(SCc2csc(Nc3ccccc3)n2)nnc1-c1cccnc1 was read as Lmaj promast 64.7*, TLR4 MyD88 comp -1.3, Diaphorase act 0.8, PMI act satM6P 0.8, RAM network inh 1.5, S1P3 antag 2.4, PMI act 0.8, Redox H2O2 prof 0.7, Hsp70 act -0.4, G6PDH counter -8.7 and Diaphorase inh 24.5.
Screening CCc1ccc(NC(=O)c2cnc(N3CCN(c4ccccn4)CC3)c3ccccc23)cc1 returned Lmaj promast 82.1*, TLR4 MyD88 comp -1.3, Diaphorase act 0.7, PMI act satM6P 0.9, RAM network inh -0.5, S1P3 antag -7.1, PMI act 0.8, Redox H2O2 prof -1.3, Hsp70 act -0.1, G6PDH counter 8.1 and Diaphorase inh 30.6.
For O=C1OC(C(=O)NCc2ccccc2)Cc2ccccc21 (stereo unspecified) the results were Lmaj promast 3.4, TLR4 MyD88 comp 8.0, Diaphorase act 1.1, PMI act satM6P 1.1, RAM network inh 0.5, S1P3 antag -4.2, PMI act 1.2, Redox H2O2 prof -0.5, Hsp70 act -0.2, G6PDH counter 0.6 and Diaphorase inh -7.5.
For CSc1ccccc1NC(=O)CSc1n[nH]c(C)c1[N+](=O)[O-] the results were Lmaj promast 4.4, TLR4 MyD88 comp -25.5, Diaphorase act 1, PMI act satM6P 1.1, RAM network inh 2.1, S1P3 antag 18.7, PMI act 0.8, Redox H2O2 prof -0.3, Hsp70 act -0.3, G6PDH counter -3.1 and Diaphorase inh 4.8.
For CCOc1ccccc1CNS(=O)(=O)c1ccc2[nH]c(=O)sc2c1 the results were Lmaj promast 10.9, TLR4 MyD88 comp 7.5, Diaphorase act 0.8, PMI act satM6P 0.9, RAM network inh 0.9, S1P3 antag -19.6, PMI act 0.8, Redox H2O2 prof 0.6, Hsp70 act -0.4, G6PDH counter 10.7 and Diaphorase inh 20.9.
For O=C(NC1CCCc2ccccc21)C1CCN(S(=O)(=O)c2cccc(C(F)(F)F)c2)CC1 (stereo unspecified) the results were Lmaj promast 15.3, TLR4 MyD88 comp 12.6, Diaphorase act 0.8, PMI act satM6P 0.8, RAM network inh 2.9, S1P3 antag -5.2, PMI act 0.9, Redox H2O2 prof 0.0, Hsp70 act -0.1, G6PDH counter 8.1 and Diaphorase inh 22.8.
`CN(C)c1ccnc2sc(C(=O)NCc3ccccc3)c(N)c12` gave Lmaj promast 9.8, TLR4 MyD88 comp -3.7, Diaphorase act 0.9, PMI act satM6P 1, RAM network inh -0.4, S1P3 antag 37.5, PMI act 0.9, Redox H2O2 prof 3.0, Hsp70 act 0.0, G6PDH counter 2.7 and Diaphorase inh 9.4.
`c1ccc(-c2cc(-c3nn4c(-c5ccco5)nnc4s3)c3ccccc3n2)cc1` gave Lmaj promast 27.9, TLR4 MyD88 comp -13.8, Diaphorase act 0.9, PMI act satM6P 1.1, RAM network inh 6.9, S1P3 antag -10.4, PMI act 0.9, Redox H2O2 prof 0.3, Hsp70 act -0.2, G6PDH counter -64.8 and Diaphorase inh 10.2.
Cc1ccc(NC(=O)CSCc2n[nH]c(=O)[nH]2)c(Br)c1 was read as Lmaj promast -7.5, TLR4 MyD88 comp 1.5, Diaphorase act 0.9, PMI act satM6P 1, RAM network inh 0.6, S1P3 antag -1.4, PMI act 1, Redox H2O2 prof -1.5, Hsp70 act -0.1, G6PDH counter 5.4 and Diaphorase inh 7.8.
For CCn1c2ccccc2c2cc(NC(=O)CSc3nnnn3-c3ccccc3)ccc21 the results were Lmaj promast 43.2, TLR4 MyD88 comp -12.4, Diaphorase act 0.9, PMI act satM6P 0.9, RAM network inh 4.5, S1P3 antag -23.0, PMI act 0.9, Redox H2O2 prof 1.1, Hsp70 act -0.4, G6PDH counter -58.1 and Diaphorase inh 10.1.
For CC1=CC2=NC(=O)/C(=C\c3cn(C)c4ccccc34)C(=N)N2O1 the results were Lmaj promast 10.3, TLR4 MyD88 comp -14.6, Diaphorase act 0.9, PMI act satM6P 1, RAM network inh 2.4, S1P3 antag -3.2, PMI act 1, Redox H2O2 prof -1.2, Hsp70 act -0.2, G6PDH counter -4.6 and Diaphorase inh 10.7.
CN(C)S(=O)(=O)c1ccc(N2CCCC2)c(C(=O)NCC2CCCCC2)c1 was read as Lmaj promast 7.3, TLR4 MyD88 comp 8.6, Diaphorase act 0.9, PMI act satM6P 1, RAM network inh 0.4, S1P3 antag -7.3, PMI act 1, Redox H2O2 prof 2.2, Hsp70 act -0.2, G6PDH counter -2.1 and Diaphorase inh 9.9.
CCOCCn1c(C(C)C)nc2ccccc21 was read as Lmaj promast 0.6, TLR4 MyD88 comp -6.9, Diaphorase act 1, PMI act satM6P 1, RAM network inh 0.3, PMI act 1, Redox H2O2 prof 0.1, Hsp70 act 0.2, G6PDH counter 8.1 and Diaphorase inh -2.1.
Screening COc1ccc(C2N(c3ccc(Cl)cc3)C(=O)C3CCCN32)cc1 (stereo unspecified) returned Lmaj promast -3.0, TLR4 MyD88 comp 16.4, Diaphorase act 1.1, PMI act satM6P 1.1, RAM network inh 0.0, S1P3 antag 6.0, PMI act 1.1, Redox H2O2 prof -1.0, Hsp70 act -0.4, G6PDH counter 5.9 and Diaphorase inh -14.0.
COc1cc(OC)cc(-n2nnnc2SCC(=O)N2CCCc3ccccc32)c1 was read as Lmaj promast 8.4, TLR4 MyD88 comp -3.5, Diaphorase act 0.7, PMI act satM6P 0.8, RAM network inh 8.9*, S1P3 antag -21.7, PMI act 0.8, Redox H2O2 prof 1.6, Hsp70 act -0.2, G6PDH counter -23.0 and Diaphorase inh 26.7.
`CCCOc1ccc(C(=O)CCNc2cccc(Cl)c2)cc1` gave Lmaj promast -4.5, TLR4 MyD88 comp 3.1, Diaphorase act 1, PMI act satM6P 1.1, RAM network inh 9.8*, S1P3 antag -6.2, PMI act 1, Redox H2O2 prof 0.3, Hsp70 act 0.0, G6PDH counter 2.2 and Diaphorase inh 4.1.
C/C(=N\NC(=O)c1ccc(NS(=O)(=O)c2cccs2)cc1)c1ccccc1 was read as Lmaj promast 25.1, TLR4 MyD88 comp -8.4, Diaphorase act 0.8, PMI act satM6P 1, RAM network inh 2.0, S1P3 antag -8.7, PMI act 1, Redox H2O2 prof 0.1, Hsp70 act 0.0, G6PDH counter 5.0 and Diaphorase inh 21.4.
OC(CN(c1ccccc1)c1ccccc1)Cn1cnc2ccccc21 (stereo unspecified) was read as Lmaj promast 25.7, TLR4 MyD88 comp -9.0, Diaphorase act 0.8, PMI act satM6P 0.8, RAM network inh 0.1, S1P3 antag 6.2, PMI act 0.8, Redox H2O2 prof -0.1, Hsp70 act 0.1, G6PDH counter 3.9 and Diaphorase inh 21.6.
`Cc1cc(=O)n2[nH]cnc2n1` gave Lmaj promast -6.0, TLR4 MyD88 comp -5.7, Diaphorase act 0.9, PMI act satM6P 1, RAM network inh 0.2, S1P3 antag 4.1, PMI act 1, Redox H2O2 prof 0.1, Hsp70 act -0.2, G6PDH counter -2.2 and Diaphorase inh 8.2.
`O=C(Oc1coc(CSc2ncccn2)cc1=O)c1ccccc1[N+](=O)[O-]` gave Lmaj promast -8.1, TLR4 MyD88 comp 11.2, Diaphorase act 1, PMI act satM6P 1.1, RAM network inh 1.9, S1P3 antag -13.5, PMI act 1.1, Redox H2O2 prof -0.4, Hsp70 act -0.1, G6PDH counter 5.9 and Diaphorase inh 1.7.

Overlap with the part before: 2 entries; new compounds follow.
`Cc1cc(=O)n2[nH]cnc2n1` gave Lmaj promast -6.0, TLR4 MyD88 comp -5.7, Diaphorase act 0.9, PMI act satM6P 1, RAM network inh 0.2, S1P3 antag 4.1, PMI act 1, Redox H2O2 prof 0.1, Hsp70 act -0.2, G6PDH counter -2.2 and Diaphorase inh 8.2.
`O=C(Oc1coc(CSc2ncccn2)cc1=O)c1ccccc1[N+](=O)[O-]` gave Lmaj promast -8.1, TLR4 MyD88 comp 11.2, Diaphorase act 1, PMI act satM6P 1.1, RAM network inh 1.9, S1P3 antag -13.5, PMI act 1.1, Redox H2O2 prof -0.4, Hsp70 act -0.1, G6PDH counter 5.9 and Diaphorase inh 1.7.
For COC(=O)CSc1nc(N)c2c3c(sc2n1)CCCC3 the results were Lmaj promast 70.6*, TLR4 MyD88 comp -8.4, Diaphorase act 0.8, PMI act satM6P 1, RAM network inh 2.3, PMI act 1, Redox H2O2 prof 0.2, Hsp70 act -0.3, G6PDH counter -7.0 and Diaphorase inh 20.0.
`O=c1c(-c2ccccc2)[n+]([O-])c2ccccc2n1O` gave Lmaj promast -6.6, TLR4 MyD88 comp 4.8, Diaphorase act 0.9, PMI act satM6P 0.9, RAM network inh -0.8, S1P3 antag -6.6, PMI act 0.9, Redox H2O2 prof 1.4, Hsp70 act 0.1, G6PDH counter 9.3 and Diaphorase inh 7.0.
N#C/C(=C/c1ccccc1)C(=O)NCc1ccccc1 was read as Lmaj promast 24.7, TLR4 MyD88 comp 5.0, Diaphorase act 1.1, PMI act satM6P 1, RAM network inh 1.4, S1P3 antag -12.2, PMI act 1.1, Redox H2O2 prof -0.3, Hsp70 act 0.1, G6PDH counter 3.3 and Diaphorase inh -13.7.
COC(=O)CC1C(=O)NCCN1C(=O)OC(C)(C)C (stereo unspecified) was read as Lmaj promast 2.3, TLR4 MyD88 comp 6.8, Diaphorase act 1.2, PMI act satM6P 1.2, RAM network inh -1.2, S1P3 antag -3.5, PMI act 1.1, Redox H2O2 prof 0.3, Hsp70 act -0.2, G6PDH counter 13.7 and Diaphorase inh -21.4.
For O=C(C1CC1)N1CCN=C1SCc1ccccc1 the results were Lmaj promast -14.1, TLR4 MyD88 comp 2.7, Diaphorase act 0.7, PMI act satM6P 0.8, RAM network inh 0.6, S1P3 antag 11.1, PMI act 0.8, Redox H2O2 prof -2.2, Hsp70 act -0.1, G6PDH counter 19.0 and Diaphorase inh 27.8.
For O=C(Nc1cccc(O)c1)c1cc(S(=O)(=O)N2CCCC2)ccc1Cl the results were Lmaj promast 2.7, TLR4 MyD88 comp -12.1, Diaphorase act 1, PMI act satM6P 1.1, RAM network inh 0.3, PMI act 1.1, Redox H2O2 prof 0.0, Hsp70 act -0.4, G6PDH counter 14.7 and Diaphorase inh 1.3.

An unsorted share of the library; about 12% have a hit in one of these screens.
